From PubChem BioAssay
V1aR counter: counter-screen for oxytocin receptor agonists: human V1a receptor agonists; P37288; CHO-V1R cells, Fluo-8 calcium fluorescence, agonist mode; 0% DMSO, 100% 3 nM vasopressin; activation, % at 3 µM; hit rate 0.25% among 320,000;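 active means activation above the mean activation of all tested compounds plus 3 SD, per screening run, cut at about 20% in these data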;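 further: signal is peak over basal fluorescence ratio across a 100 second FLIPR read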
Target sequence (P37288 whole entry, looked up): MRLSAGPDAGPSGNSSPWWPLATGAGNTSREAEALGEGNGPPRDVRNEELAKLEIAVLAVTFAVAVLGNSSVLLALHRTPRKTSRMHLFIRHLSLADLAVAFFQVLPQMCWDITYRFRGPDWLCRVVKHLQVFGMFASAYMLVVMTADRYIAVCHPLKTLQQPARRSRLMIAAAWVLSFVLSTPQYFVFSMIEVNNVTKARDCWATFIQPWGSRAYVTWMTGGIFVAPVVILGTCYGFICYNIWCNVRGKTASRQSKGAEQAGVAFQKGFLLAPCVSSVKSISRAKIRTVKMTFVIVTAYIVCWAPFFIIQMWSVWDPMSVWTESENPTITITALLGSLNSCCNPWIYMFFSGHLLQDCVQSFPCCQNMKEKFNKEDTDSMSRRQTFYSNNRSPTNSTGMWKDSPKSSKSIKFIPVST
OXTR potentiate: potentiates the human oxytocin receptor response | P30559 | CHO-OTR cells, Fluo-8 calcium fluorescence, potentiator mode; 0% = oxytocin EC15, 100% = EC100 | activation, % at 3 µM | hit rate 0.061% among 320,000 | AID 2445;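 active means activation above that plate's cutoff, the mean activation of tested compounds plus 3 SD, cut at about 6.6% in these data, passing the limit was not always enough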;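 further: 100% uses oxytocin at 75 nM as the full agonist control; some results filed as inactive read as strong as hits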
Target sequence (P30559 whole entry, looked up): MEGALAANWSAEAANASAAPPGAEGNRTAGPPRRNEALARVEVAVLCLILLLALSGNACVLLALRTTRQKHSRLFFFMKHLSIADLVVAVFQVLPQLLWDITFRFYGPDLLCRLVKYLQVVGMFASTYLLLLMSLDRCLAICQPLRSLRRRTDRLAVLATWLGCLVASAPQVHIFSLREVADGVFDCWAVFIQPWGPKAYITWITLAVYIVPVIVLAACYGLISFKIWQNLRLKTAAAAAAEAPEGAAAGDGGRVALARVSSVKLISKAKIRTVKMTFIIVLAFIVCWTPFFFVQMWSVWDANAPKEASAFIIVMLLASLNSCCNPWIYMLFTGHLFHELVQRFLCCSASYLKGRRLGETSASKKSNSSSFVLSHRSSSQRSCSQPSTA
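Assay system: CHO cell line stably expressing human OTR. Reagent: EC15 oxytocin agonist. Dosing: single dose, 3.0 µM nominal final compound concentration. Timing: compound 6 min at room temperature before oxytocin, 100 s read. Signal: kinetic Fluo-8 calcium fluorescence. Controls: oxytocin EC15 low and EC100 high.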
CHO-K1 Ca ag: M1 agonist counterscreen hit in parental CHO-K1 cells | Fluo-8 calcium fluorescence; scaled to maximal ATP response, vehicle zero | activation, % at 3 µM | hit rate 0.48% among 360,000; in the data active means activation above about 15%;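 further: untransfected CHO-K1 host cells lacking M1 receptor as counterscreen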
CHO parental Ca: counter-screen: ATP calcium response change in parental CHO cells | parental CHO-K1, ATP-induced calcium, Fluo-8 fluorescence | inhibition, % at 5.6 µM | hit rate 0.63% among 330,000;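 active means inhibition above that plate's mean sample inhibition plus 3 SD, cut at about 26% in these data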;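 further: 0% = ATP-challenged DMSO wells and 100% = DMSO wells without ATP; some compounds past the cut are filed as inactive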
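test system = CHO parental line | reagent = ATP stimulus | measured by = intracellular calcium via Fluo-8 no-wash fluorescent dye | control set = ATP and no-ATP DMSO wells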
CHO-K1 Ca antag: nonselective inhibitor or artifact in parental CHO-K1 cells. inhibition, % at 3 µM. ATP-induced calcium, Fluo-8 fluorescence. hit rate 0.6% among 360,000;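 active means inhibition above a per-plate cutoff, the plate's mean sample inhibition plus 3 SD, cut at about 24% in these data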;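 further: 0% = DMSO plus EC80 ATP and 100% = DMSO alone without ATP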
TAAR1 ag: human TAAR1 agonism | AID 624467 | activation, % at 3 µM | hit rate 0.99% among 360,000 | CHO RD-HGA16 TAAR1, Fluo-8 calcium fluorescence; vehicle wells 0%, saturating PEA agonist 100%;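 active means activation above the mean activation of all test compounds in the run plus 3 SD, cut at about 38% in these data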
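Assay system: CHO-derived RD-HGA16 cells with stable Gα16 and human TAAR1; timing: 17-24 h seeding, 75 min 37 °C dye, 30 min RT; read-out: % activation from peak over basal fluorescence ratio, DMSO-to-PEA scaled; measured by: kinetic Fluo-8 calcium fluorescence; benchmarks: low control DMSO, high control PEA (EC100); doses: 3 µM single concentration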
M1 PAM parental: M1 PAM counterscreen hit in parental CHO-K1 cells; hit rate 0.02% among 360,000; activation, % at 3 µM; ATP EC20, Fluo-8 calcium fluorescence; 0% at ATP EC20, 100% at ATP max;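 active means activation above the run cutoff, the mean activation of all test compounds plus 3 SD, cut at about 40% in these data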;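 further: peak over basal fluorescence ratio in a 140 s read after ATP addition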
M1 ag: human M1 muscarinic receptor agonism; CHO-K1 hM1, Fluo-8 calcium fluorescence, agonist mode; 0% DMSO, 100% acetylcholine EC100; activation, % at 3 µM; hit rate 0.33% among 360,000;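 active means activation above the run's mean compound activation plus 3 SD, cut at about 16% in these data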;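 further: peak over basal fluorescence ratio within a 140 s kinetic read after compound addition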
TAAR1 antagonist: human TAAR1 antagonism; Q96RJ0; CHO RD-HGA16 TAAR1, Fluo-8 calcium fluorescence, antagonist; inhibition, % at 3 µM; hit rate 1.5% among 360,000; AID 624466;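 active means inhibition above a per-plate cutoff, the mean inhibition of test compounds on that plate plus 3 SD, cut at about 49% in these data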;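 further: 0% = DMSO plus EC80 beta-PEA response and 100% = DMSO alone without agonist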
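Assay system: RD-HGA16 CHO cells with stable hTAAR1 and Gα16 / Reagent: EC80 β-phenethylamine stimulus / Doses: 3 µM, single point / Timing: dye loading 75 min at 37 °C, then 30 min room temperature / Measured by: Fluo-8 intracellular calcium dye fluorescence, real-time kinetic reads / Controls: vehicle wells and EC80 agonist wells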
Active calls of the source: *; nt = no result given; & = joins results of further samples.

No.	SMILES	V1aR counter	OXTR potentiate	CHO-K1 Ca ag	CHO parental Ca	CHO-K1 Ca antag	TAAR1 ag	M1 PAM parental	M1 ag	TAAR1 antagonist
1	C/C(=N/NC(=O)C1COc2ccccc2O1)c1ccco1 (centres undefined)	-0.9	-6	-0.5	-5	-1	10	14	-9	-12
2	CC(=O)Nc1c(N)c2ccccc2oc1=O	0.9	-18	0.3	-7	4	2	12	-7	16
3	O=C(COC(=O)c1cccc(S(=O)(=O)Nc2ccc(F)cc2)c1)NCCN1C(=O)CSC1=O	1.1	-7	0.0	-1	13	1	-18	-3	-7
4	COc1ccc(/C=N/NC(=O)c2ccc(NC(=O)c3cccc([N+](=O)[O-])c3)cc2)c(OC)c1	-0.4	-6	4.2	-11	7	10	2	-3	31
5	O=C(O)COc1ccc2oc3c(c2c1)CCCC3	0.0	8	-0.5	-9	21	1	-5	-1	-28
6	Cn1cc(Cl)c(C(=O)NNC(=S)NCc2ccco2)n1	-0.2	-4	0.8	-9	-14	4	17	-5	-4
7	CC(=O)Nc1c(C(=O)Nc2ccc3c(c2)OCO3)oc2ccccc12	-1.4	-7	0.7	-8	2	4	-19	-2	-20
8	CCOC(=O)c1cnc(SCC(=O)Nc2ccc(NC(=O)CC)c(OC)c2)nc1N	-1.2	6	-0.3	-17	10	-1	-7	-1	-1
9	CC1(C(=O)NS(=O)(=O)c2ccccc2)CCN1C(=O)COc1ccc(Cl)cc1 (centres undefined)	nt	nt	0.6	nt	-11	1	12	-1	-1
10	C/C(=N\OCc1ccccc1)c1c(O)cc(C(C)C)n(-c2ccccc2)c1=O	0.2	-2	-0.3	2	-13	-3	14	-10	3
11	COc1ccccc1N1CCN(Cc2ccc(Br)o2)CC1	-1.1	4	0.1	-16	-2	17	0	-7	10
12	Clc1ccc(-c2cc3ccccc3[nH]2)cc1	-0.1	-12	-0.2	-9	0	-2	1	-4	0
13	CCn1c(SCC(=O)c2ccc(Cl)cc2)nnc1-c1ccoc1C	0.4	-11	0.6	-30	-1	17	-3	-4	-13
14	Cn1c(C(=O)NCCN2CCN(c3ccccc3F)CC2)cc2c(=O)n(C)c3ccccc3c21	0.9	-2	0.4	-20	6	2	-6	-5	3
15	Cc1ncc(CSCC(=O)Nc2cc(C(F)(F)F)ccc2Cl)c(CO)c1O	3.6	-12	0.1	0	7	-1	6	-1	12
16	CCOC(=O)c1c(NC(=O)c2cc(-c3ccc(Cl)s3)nc3ccccc23)sc(C(N)=O)c1C	0.0	4	0.1	-3	-11	1	5	-5	-7
17	O=C(Nc1ccc2c(c1)OCO2)C1CC(c2c(F)cccc2Cl)=NO1 (centres undefined)	2.0	-2	5.2	11	0	8	11	-2	23
18	O=C(Nc1ccsn1)c1ccc(Cl)cc1Cl	-0.6	-4	0.7	1	0	0	1	-3	1
19	CCOc1ccccc1NC(=O)C(=O)/C=C(\O)c1cc(OC)ccc1OC	0.0	-13	0.1	2	-21	0	14	-1	-10
20	N#Cc1ccc(OCCN2C(=O)NC3(CCSC3)C2=O)cc1 (centres undefined)	-0.1	-13	0.0	-16	-12	5	10	0	-11
21	CC(=O)Oc1ccccc1-n1c(C)nc(=O)c(-c2ccccc2)c1C	-1.4	-1	-0.1	1	2	0	-2	0	-10
22	Cc1cc(OCC(=O)c2cccc(C(F)(F)F)c2)n2cnnc2n1	0.2	-1	0.7	-8	-4	0	15	-2	8
23	CCCN1CCc2c(sc(NC(=O)c3ccc(S(=O)(=O)N4CCCC4)cc3)c2C(N)=O)C1	5.2	-6	2.0	-11	-17	4	9	-3	3
24	Cc1c(C(=O)O)oc2c(F)cccc12	-0.2	-8	0.7	9	-5	1	22	-10	1
25	NC(=O)CC(NC(=O)c1ccc(Br)cc1)c1ccc(NC2CCCCCC2)c([N+](=O)[O-])c1 (centres undefined)	0.1	-8	0.7	-14	-12	12	19	-2	-30
26	O=C(Nc1cccc(F)c1)Nc1ccccn1	-0.1	1	0.3	-9	-1	12	4	-2	15
27	Cc1nc(-c2ccccc2)sc1C1(C)CC(c2cccc([N+](=O)[O-])c2)=NO1 (centres undefined)	0.6	0	-0.3	-24	-2	1	-4	-2	12
28	Cc1ccc(C(=O)Nc2nnc(S(=O)(=O)N3CCC(C)CC3)s2)cc1	1.6	-5	1.1	-3	-9	-1	10	-2	-9
29	CCCC(C)NC(=O)c1nc(-c2ccccc2)n(-c2ccccc2)n1 (centres undefined)	-1.1	11	-0.6	-25	-18	14	16	2	6
30	Cc1ccnc(NC(=O)CCC(=O)N(CC(=O)NCc2ccc(F)cc2)Cc2ccccc2)c1	0.0	-9	3.2	-20	-9	nt	18	-5	nt

3 compounds from above, arranged by the number in TAAR1 antagonist, largest number first:
cpd	canonical_smiles	OXTR potentiate	M1 ag	TAAR1 antagonist
12	Clc1ccc(-c2cc3ccccc3[nH]2)cc1	-12	-4	0
3	O=C(COC(=O)c1cccc(S(=O)(=O)Nc2ccc(F)cc2)c1)NCCN1C(=O)CSC1=O	-7	-3	-7
21	CC(=O)Oc1ccccc1-n1c(C)nc(=O)c(-c2ccccc2)c1C	-1	0	-10

Remaining list, next part.
No.	SMILES	V1aR counter	OXTR potentiate	CHO-K1 Ca ag	CHO parental Ca	CHO-K1 Ca antag	TAAR1 ag	M1 PAM parental	M1 ag	TAAR1 antagonist
31	O=C(O)CCSc1nc(C(F)(F)F)cc(=O)n1-c1ccccc1	-0.3	-2	0.2	0	-11	11	15	-1	-12
32	COC(=O)Cc1cc(=O)n(-c2nc3ccccc3s2)[nH]1	-0.3	0	0.4	-2	-8	2	14	1	-5
33	O=C(CCCOc1ccc(Br)cc1)NCCc1ccc(OC(F)F)cc1	4.8	-12	3.6	-1	-3	3	13	0	-6
34	CCC(=O)Nc1ccc2c(c1)ncn2C	-0.2	-10	0.4	-12	-12	7	12	0	15
35	COc1ccc(NC(=O)C2=CN3CCS(=O)(=O)N=C3C=C2)c(OC)c1	0.4	-1	0.3	-9	-4	6	-5	-3	-9
36	Clc1ccc2nsnc2c1NC1=NCCN1	0.5&-0.1	1&-8	-0.3&0.2	-4&-7	11&-5	9&11	-10&12	-1&-3	-3&-7
37	CCN1CCC2(CCN(C(=O)c3cc(COc4cc(C)ccc4C)on3)C2)C1 (centres undefined)	4.3	-6	5.1	-16	-13	3	3	-3	-24
38	CCOc1ccc(C(=O)NCCCN2CCCC2=O)cc1	-0.3	-5	0.5	-6	-4	3	15	-4	3
39	COc1ccc(S(=O)(=O)NC(=O)C2(C)CCN2C(=O)COc2ccc(Cl)cc2)cc1OC (centres undefined)	nt	nt	0.4	nt	-5	0	14	-1	0
40	Cc1cccc(-c2nnc(SCC(=O)Nc3nc4c(s3)CCCC4)n2C)c1	-1.2	-10	0.0	-33	5	6	-4	-5	-13
41	O=[N+]([O-])c1ccc(/C=N/n2c(CO)nc3ccccc32)s1	0.2	-7	0.5	-3	-2	1	26	-2	4
42	O=C(NCCC1=CCCCC1)C1CCCN(S(=O)(=O)c2cccnc2)C1 (centres undefined)	0.8	8	-0.1	-14	0	0	-7	-3	-10
43	Cc1cc2c(sc3ccccc32)c(C)n1	-0.4	-5	0.2	-18	-8	7	-3	-4	-1
44	CCOC(=O)N1CCN(C(=O)CN(Cc2ccccc2)S(C)(=O)=O)CC1	1.1	-3	0.3	-1	-13	0	10	-5	-10
45	CCOc1ccc(CNC(=O)CCC(=O)N2Cc3cccc(OC)c3Oc3ncccc32)cc1	-0.8	10	0.2	-20	-14	3	6	-6	-6
46	CC(=O)c1ccc(OCc2cc([N+](=O)[O-])cc3c2OCOC3)cc1	-0.9	-6	2.4	2	-9	0	2	-5	-7
47	Cc1csc2ncc(C(=O)NCCC(c3ccccc3)c3ccccc3)c(=O)n12	-1.1	-3	1.7	-23	-18	2	25	-7	0
48	Cc1cc(Br)cn2c(Cc3ccccc3)c(-c3ccc(Cl)cc3)nc12	nt	nt	-0.1	nt	1	-1	1	nt	-7
49	Fc1cccc(NC(=S)NCc2cccnc2)c1	0.2	-6	1.2	2	-2	3	14	-6	-13
50	CCc1nc2ccc(C(=O)Nc3cccc(OC)c3)cn2c1N(CC)Cc1cccc(Br)c1	nt	nt	0.6	nt	-14	0	21	-8	-12
51	COc1ccc(C(=O)CC(=O)C(=O)Nc2cc([N+](=O)[O-])ccc2OC)cc1	1.5	-16	0.0	-7	-5	nt	2	-3	nt
52	O=C(Nc1ccc2c(c1)OCO2)Nc1ccc(F)cc1F	3.1	-6	1.2	-5	20	-1	-28	0	-6
53	Cc1ccc(NC(=O)c2cc(S(=O)(=O)N3CCOCC3)cn2C)cc1F	-1.4	2	-0.1	-5	-14	-2	9	-4	-40
54	Cc1cc(NS(=O)(=O)c2ccc(NC(=O)CSc3nc4ncc(Br)cc4[nH]3)cc2)nc(C)n1	-0.6	6	-0.4	-11	-5	0	8	-4	-15
55	Nn1cnnc1SCC(=O)N1CCc2ccccc2C1	0.3	-1	1.3	-3	0	5	2	-5	-9
56	COc1cccc(-c2nnc(NC(=O)c3ccc(S(=O)(=O)N(CC(C)C)CC(C)C)cc3)o2)c1	-0.2	-3	0.9	-10	-6	nt	19	-3	nt
